# Tau ThT inhib: tau fibrillization inhibition (ThT binding) | 2.1% of 270,000 active | P10636 | Potency, µM (highest dose often 57.4 µM), for the others: top-dose activity, negative = inhibition, actives largely listed as inhibitors | recombinant tau K18 P301L, heparin-induced fibrillization, ThT fluorescence; active = well fitted inhibition curve with a large enough effect; inconclusive = small, poorly fitted or top-dose-only effect; note: nearly all actives have a fitted effect of over 55% in size
# Target sequence (P10636 561-689 P618L limits assumed): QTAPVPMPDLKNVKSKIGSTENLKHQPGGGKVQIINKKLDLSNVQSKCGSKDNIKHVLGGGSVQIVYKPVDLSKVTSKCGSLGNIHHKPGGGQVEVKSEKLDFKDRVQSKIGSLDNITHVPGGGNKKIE
#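 ThT emission at 510 nm, taken 1 hr after adding 30 uM dye, quantifies aggregates formed when 20 uM heparin acts on human tau K18 P301L for 6 hr at 37 C.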
# LMNA splice mod: LMNA splicing modulation; Potency, µM (highest dose often 46.1 µM), inactives show at the highest dose ratio change, negative = inhibition, hits mostly inhibitors; HeLa LMNA splicing GFP/RFP minigene ratio, 48 h; 0.01% of 200,000 active; active = well fitted inhibition curve with a large enough effect in the signal ratio, with a control signal flat, not every such curve was filed as active; inconclusive = small, poorly fitted or top-dose-only effect, or effect the other way, or a change in a side signal; the % refers to the signal ratio
#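 S3 HeLa cells stably expressing lamin A-EGFP splicing minigene plus DsRed2, 600 cells/well, 48 h compound exposure at 37C. Laser-scanning cytometry; analysed as GFP (500-530 nm)/RFP (575-640 nm) total intensity ratio; 0.5% DMSO vehicle.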
# The depositor's hits bear a star; u = inconclusive; [ ] = another dose, or the depositor's remark. % is set by controls: 0 for no effect and ±100 for the full control effect; potency is the fitted concentration of half-maximal effect.
Tau ThT inhib | LMNA splice mod | Compound
u | u | CCCC(=O)C1=C(c2ccc(C)c(C)c2)N(C(=O)CCC)n2c(CC)nnc2S1
-17% | 9%[46 µM] | COc1ccc(-c2nc(CCNC(=O)c3c(F)cccc3Cl)cs2)cc1
12% | u | CCC(Sc1ncccc1C(=O)Oc1ccccc1Cl)C(=O)Nc1ccccc1OC (stereo not drawn)
0% | -3%[46 µM] | Cc1ccccc1CNC(=O)CN1C(=O)CCCc2ccccc21
-11% | u | CCOC(=O)c1c(C)[nH]c(CCC(=O)NCc2ccc(CC)cc2)c1C
-6% | u | Cc1ccc2nc(N(Cc3cccnc3)C(=O)COc3ccccc3)sc2c1
u | 7%[46 µM] | CCC(Oc1ccccc1)C(=O)Nc1nnc(S(=O)(=O)N(CC)CC)s1 (stereo not drawn)
7% | u | COc1ccc(NC(=O)CSC2=Nc3ccccc3C3=NC(CC(=O)NCc4ccc5c(c4)OCO5)C(=O)N23)cc1 (stereo not drawn)
-5% | 3%[46 µM] | COC(=O)c1ccc(CSc2c(C(C)C)cnc3c2c(=O)n(C)c(=O)n3C)cc1
-6% | 10%[46 µM] | CC(=O)Nc1ccc(S(=O)(=O)NCc2cccn2Cc2cccc(C)c2)cc1
-4% | -23%[46 µM] | CC(C)(C)OC(=O)N1CCC(c2c(C(=O)NCCCN3CCc4ccccc4C3)cnn2-c2ccccc2)CC1
u | u | O=C(CSCc1nc2cccnc2n1C1CCCCC1)NCc1cccc(Br)c1
5% | 7%[46 µM] | COc1ccc(OC)c(NC(=O)c2oc(=O)c3ccccc3c2-c2ccccc2)c1
12% | u | CCC(=O)N1c2ccccc2CC1C(=O)N1CCN(c2ccccc2F)CC1 (stereo not drawn)
4% | 11%[46 µM] | Cn1c(SCc2ccccc2F)nc2c([nH]c3ccccc32)c1=O
5% | 10%[46 µM] | O=C(CCCCCn1c(=O)[nH]c2ccccc2c1=O)NCc1ccccc1
-13% | -15%[46 µM] | Cc1ccc(C)c(N2C(=O)N(Cc3cc(=O)n4ccccc4n3)c3ccccc3S2(=O)=O)c1
-4% | -5%[46 µM] | CCOC(=O)c1c(C)oc2nc(C)nc(NCC3CCN(Cc4ccccc4C)CC3)c12
u | u | CCOC(=O)c1ccc(NC(=O)c2c(NCc3ccc(OC)c(OC)c3OC)sc3c2CCC(C)C3)cc1 (stereo not drawn)
-3% | 5%[46 µM] | Cc1ccc(Cn2c(CNC(=O)c3ccccc3Br)nc3cccnc32)cc1
7% | u | CCOc1ccc(N2CC(NC(=O)C3CCCC3)CC2=O)cc1 (stereo not drawn)
u | -9%[46 µM] | CCN1CCN(c2csc3ccc(F)cc3c2=O)CC1
5% | -8%[46 µM] | COc1ccccc1CNC(=O)C1CCN(S(=O)(=O)c2cn(C)cn2)CC1
-17% | -2%[46 µM] | CCCSc1nnc2[nH]c(=O)cc(C)n12

# Compound profiles (already shown). Values in the order: Tau ThT inhib	LMNA splice mod
# Record of CCCSc1nnc2[nH]c(=O)cc(C)n12 = -17%	-2%[46 µM]
# Record of COc1ccccc1CNC(=O)C1CCN(S(=O)(=O)c2cn(C)cn2)CC1 = 5%	-8%[46 µM]
# Record of CCOC(=O)c1c(C)oc2nc(C)nc(NCC3CCN(Cc4ccccc4C)CC3)c12 = -4%	-5%[46 µM]

# Additional structures follow:
Tau ThT inhib | LMNA splice mod | Compound
-4% | -1%[46 µM] | O=C(COc1ccccc1[N+](=O)[O-])N(Cc1ccco1)c1ccccn1
2% | -14%[46 µM] | COc1cccc(NC(=O)CSc2nccn2C2CCCC2)c1
-2% | -7%[46 µM] | Cc1ccc(C)c(S(=O)(=O)c2cn(Cc3ccccc3)c3cc(N4CCCC4)c(F)cc3c2=O)c1
-2% | u | COc1ccc(Cn2ccc3nc(C)c(C(=O)Nc4ccc(OC)cc4OC)cc3c2=O)cc1
-8% | 7%[46 µM] | COc1cccc(N2CCN(C(=O)c3cnc4c(C)cccn4c3=O)CC2)c1
-9% | 2%[46 µM] | Cc1cccc(NC(=O)c2sc3ncnc(N(C)C4CCCCC4)c3c2C)c1C
u | u | Cc1ccc(S(=O)(=O)CCC(=O)N2CCN(c3nc4c(C)c(Cl)ccc4s3)CC2)cc1
-9% | -2%[46 µM] | O=C(NCCc1ccccc1)c1ccc2nc(CCc3ccccc3)oc2c1
-9% | u | CCOC(=O)N1CCN(Cc2nc3cc(NC(=O)c4cccc(C)c4)ccc3n2C(C)C)CC1
u | u | CCOC(=O)c1ccc(N2CCN(c3cccc(Cl)c3)CC2)c(NC(=O)Nc2ccc(Cl)cc2)c1
-10% | 1%[46 µM] | CCc1ccc(OC(C)C(=O)N2CCC(c3nc4ccccc4o3)CC2)cc1 (stereo not drawn)
u | -18%[46 µM] | CCn1c2c(c(=O)n3ncc(C(=O)Nc4ccc(OC(F)(F)F)cc4)c13)CN(Cc1ccc(OC)cc1)CC2
u | 6%[46 µM] | COc1ccc(Cn2ccn(Cc3cccc(C)c3)c(=O)c2=O)cc1
-6% | -3%[46 µM] | Cc1ccccc1NC(=O)c1sc2nc3n(c(=O)c2c1C)CCC3
-2% | -7%[46 µM] | COC(=O)c1ccc(NC(=O)CN2CCCN(Cc3ccc(Cl)cc3)S2(=O)=O)cc1
-1% | u | CCc1nn2c(=O)cc(COC(=O)c3ccccc3NC(=O)C3CCCCC3)nc2s1
11% | -10%[46 µM] | CCC(Oc1ccccc1)C(=O)Nc1ccccc1OCc1cc(=O)n2ccccc2n1 (stereo not drawn)
6% | -14%[46 µM] | CC1CCCN(S(=O)(=O)c2ccc3[nH]c(=O)cc(C(=O)NCCc4ccc(Cl)cc4)c3c2)C1 (stereo not drawn)
-1% | u | CCc1ccc(NCc2cc3cc4c(cc3n(CC(=O)Nc3ccc(OC)cc3)c2=O)OCO4)cc1
-4% | 3%[46 µM] | Cc1ccc(NC(=O)c2nc(S(C)(=O)=O)ncc2N(Cc2ccco2)Cc2cccs2)c(C)c1
-9% | 6%[46 µM] | CCc1ccc(N2CCn3c2nc2c3c(=O)n(C/C=C/c3ccccc3)c(=O)n2C)cc1
-4% | 0%[46 µM] | CCn1ccc2cc(S(=O)(=O)N3CCCN(C(=O)Nc4ccc(C)cc4)CC3)ccc21
-1% | -3%[46 µM] | O=C(CN1C(=O)CCc2cc(S(=O)(=O)N3CCOCC3)ccc21)Nc1cccc(Cl)c1
-9% | 1%[46 µM] | CCc1ccccc1NC(=O)c1sc2nc3n(c(=O)c2c1C)CCC3
-1% | 8%[46 µM] | Cc1ccc(CNC(=O)Cn2cc(C(=O)c3ccc(F)cc3)c(=O)c3ccc(C)nc32)cc1
u | u | CCOc1ccccc1NC(=O)c1c(NCc2sccc2C)sc2c1CCCCC2
4% | 14%[46 µM] | O=C(NCCS(=O)(=O)N1CCN(c2cccc(Cl)c2)CC1)C(c1ccccc1)c1ccccc1
-14% | -12%[46 µM] | Cc1cccc(NC(=O)Cc2csc(COc3cccc(C)c3)n2)c1
2% | 13%[46 µM] | O=C(Nc1c(C(=O)c2ccc(F)cc2)oc2ccccc12)c1cc(-c2ccccc2)on1
-11% | u | Cc1ccc(NC(=O)CSCc2cc(=O)c3ccccc3[nH]2)c(C)c1
-2% | u | O=C(Cc1ccc(F)cc1)NCCc1csc2nc(-c3ccc(Cl)cc3)nn12
-12% | -3%[46 µM] | COc1ccc(CCNc2nc(SCc3ccc(Cl)cc3)nc3ccccc23)cc1OC
-11% | -8%[46 µM] | CC(CNC(=O)c1ccc2nc(Cc3ccccc3)oc2c1)c1ccccc1 (stereo not drawn)
1% | 18%[46 µM] | CCCCn1cc(S(=O)(=O)c2ccc(C)cc2)c(=O)c2cc(F)c(N3CCCCC3)cc21
-3% | u | COc1ccc(CCNC(=O)Cn2c(-c3ccc(F)cc3)cc(C(C)=O)c2C)cc1OC
6% | -22%[46 µM] | Cc1ccc(OCC(=O)N(Cc2ccc(Cl)cc2)CC2CCCO2)cc1C (stereo not drawn)
-10% | u | CCOc1ccc(-n2cc(-c3ccccc3)c3c(N4CCN(c5ccccc5OC)CC4)ncnc32)cc1
-17% | u | Cc1ccc(C2CCN(C(=O)c3cnn(-c4cccc(Cl)c4)c3C3CCN(C(=O)OC(C)(C)C)CC3)C2)cc1 (stereo not drawn)
-14% | -15%[46 µM] | O=C(Cn1cnc2onc(-c3ccc(F)cc3)c2c1=O)N1CCN(c2ccccc2F)CC1
7% | -9%[46 µM] | Cc1ccc(CCNC(=O)CCn2nc(-c3ccc(Cl)cc3)ccc2=O)cc1
2% | 0%[46 µM] | Cc1nc(-c2ccc(S(=O)(=O)N3CCN(c4cc(Cl)ccc4C)CC3)cc2)co1
-15% | -10%[46 µM] | CC(=O)c1[nH]c(C)c(C(=O)NCCc2ccc(C)cc2)c1C
u | u | COc1ccc(Nc2ncnc3c2cnn3-c2ccc(C)cc2C)cc1
-11% | 13%[46 µM] | COc1ccc(Cl)cc1NC(=O)CCn1nc(C)cc1C
-2% | u | Cc1cccc(Cn2cccc2CNS(=O)(=O)c2ccc(C)c(C)c2)c1
-11% | -25%[46 µM] | CCc1ccc(NC(=O)CSc2nc(=O)n(Cc3cccnc3)c3c2CCC3)cc1
-4% | 10%[46 µM] | Cc1cccc(-c2nnc(SCc3cc(=O)c4cccc(Cl)c4[nH]3)n2C)c1
0% | -8%[46 µM] | Cc1ccc(NC(=O)CCn2cnc3onc(-c4ccc(F)cc4)c3c2=O)c(Br)c1
-8% | 10%[46 µM] | CCc1ccccc1NC(=O)N1CCN(c2cc(-c3noc(C)n3)ccc2C)CC1
-14% | 8%[46 µM] | COc1ccc(NC(=O)CCCc2nc(-c3ccco3)no2)c(OC)c1
-9% | 14%[46 µM] | Cn1cc(S(=O)(=O)c2ccc(Cl)cc2)c(=O)c2cc(F)c(N3CCCCCC3)cc21
-8% | u | CCOc1ccc(-c2cn(-c3ccc(C)cc3)c(SCC(=O)Nc3ccc(C)cc3)n2)cc1
u | u | O=C(c1cccc(Cl)c1)N1c2ncnn2C2(CCCCC2)[C@@H]2CCCC[C@@H]21
18% | -10%[46 µM] | Cc1ccc(/C=C/c2nc3ccccc3n2S(=O)(=O)c2cccc(Cl)c2)cc1
-5% | -5%[46 µM] | CC(=O)N1c2ccc(S(=O)(=O)NCc3ccc(Cl)cc3)cc2CC1C (stereo not drawn)
-1% | 2%[46 µM] | Cc1nc(N2CCOCC2)c2c(C(=O)N3CCN(c4ccc(Cl)cc4)CC3)c(C)oc2n1
-14% | 8%[46 µM] | Cc1cn2c(=O)cc(COC(=O)c3ccccc3F)nc2s1
-2% | -12%[46 µM] | CCCc1cc(=O)[nH]c(SCc2nc(-c3ccccc3)no2)n1
-3% | 6%[46 µM] | CCNc1nc(NCc2ccc(F)cc2)c2cnn(C)c2n1
-7% | -16%[46 µM] | COc1ccc(C(=O)NNc2ncnc3c2cnn3-c2ccc(C)cc2C)cc1

# Structures shown so far with a furan ring, fused or not, in the order listed:
Tau ThT inhib | LMNA splice mod | Compound
-4% | -5%[46 µM] | CCOC(=O)c1c(C)oc2nc(C)nc(NCC3CCN(Cc4ccccc4C)CC3)c12
-4% | -1%[46 µM] | O=C(COc1ccccc1[N+](=O)[O-])N(Cc1ccco1)c1ccccn1
-4% | 3%[46 µM] | Cc1ccc(NC(=O)c2nc(S(C)(=O)=O)ncc2N(Cc2ccco2)Cc2cccs2)c(C)c1
2% | 13%[46 µM] | O=C(Nc1c(C(=O)c2ccc(F)cc2)oc2ccccc12)c1cc(-c2ccccc2)on1
-14% | 8%[46 µM] | COc1ccc(NC(=O)CCCc2nc(-c3ccco3)no2)c(OC)c1
-1% | 2%[46 µM] | Cc1nc(N2CCOCC2)c2c(C(=O)N3CCN(c4ccc(Cl)cc4)CC3)c(C)oc2n1

# Other entries:
Tau ThT inhib | LMNA splice mod | Compound
-5% | -7%[46 µM] | Cc1cccc(OCC(=O)Nc2ccccc2OCc2cc(=O)n3ccccc3n2)c1
u | u | Cc1nn(-c2ccccc2)c2c1N(CC(=O)NCc1ccc(N(C)C)cc1)C(=O)CS2
u | -4%[46 µM] | COc1ccc(C(=O)Nc2cccc(-c3nc4cccnc4s3)c2C)c(OC)c1
-9% | -2%[46 µM] | CCOc1ccccc1N(C)C(=O)C1CCCN(c2ncnc3onc(-c4ccc(F)cc4)c23)C1 (stereo not drawn)
12% | u | CCOc1ccccc1CNC(=O)C1CCN(S(=O)(=O)c2cccc3nonc23)CC1
-1% | 0%[46 µM] | Cc1ccc(NC(=O)Cn2nc(-c3ccccc3)nc(Cc3ccc(Cl)cc3)c2=O)cc1
1% | -1%[46 µM] | Cc1cccc(OCC(=O)Nc2ccccc2C(=O)OCc2cc(=O)n3nc(C4CC4)sc3n2)c1
-12% | 9%[46 µM] | CCOc1ccc(-n2c(SCC(=O)N3CCc4ccccc43)nc3c([nH]c4ccccc43)c2=O)cc1
0% | -10%[46 µM] | Cc1cc(F)ccc1NC(=O)c1c(C)oc2c1C1=NCCN1C=N2
13µM* | u | O=c1c(N2CCN(c3ccccc3)CC2)csc2ccc(Cl)cc12
14% | -4%[46 µM] | CC1=C(C(=O)Nc2cccc(C(F)(F)F)c2)C(c2ccccc2)n2ncnc2N1 (stereo not drawn)
3% | -8%[46 µM] | CCOC(=O)c1ccc(N2CCN(c3cc(C)ccc3C)CC2)c(NC(=O)Nc2ccc(Cl)cc2)c1
-5% | u | Cc1cccc(-c2nc(SCC(=O)NCc3ccco3)c3c(=O)n(C)c(=O)n(C)c3n2)c1

# Screening data: PubChem, National Center for Advancing Translational Sciences (NCATS)

# A portion of the library; rates above refer to the full screens.
